Compound activity from PubChem BioAssay.
HSF1 activator = HSF-1 activators, primary screen, NIH3T3-HGL cells, MG132 stress, luminescence, single point; NIH3T3-HGL HSF-1 luciferase reporter, 8 h; 100% = twice DMSO control signal; activation, % at 9 µM; 1.7% of 300,000 active; AID 504408, 2011;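 active = mean replicate activation of at least 50% with a set share of replicates each reaching 50%; inconclusive = only one of those two conditions met; inactive = mean below 50% and too few replicates reaching it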;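 also: 0% = median of the neutral control wells and 100% = twice that signal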
PolyA inhibitor = polyadenylation inhibitors in yeast reporter cells, primary screen, luminescence, S. cerevisiae | S. cerevisiae SKY197-pL101 polyadenylation reporter, beta-gal luminescence; efflux-impaired pdr1/pdr3 knockout yeast; score 100 = 6 SD above DMSO | calls only at 12 µM | 0.02% of 300,000 active;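 active = lowest replicate activity score at least 50, where 100 means six control SD above control mean; inconclusive = lowest score under 50 but half or more replicates reach 50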;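 also: yeast exposed to compound for 9 h at 30 °C; higher score means more reporter readthrough which indicates perturbed polyadenylation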
GSK3A inh = blockers of GSK3A enzyme activity – biochemical, luminescence, cell-free homogeneous, HTS, primary screen; Glycogen synthase kinase-3 alpha (Homo sapiens), P49840; GSK-3 alpha kinase, ADP-Glo luminescence, 60 min; inhibition, % at 10 µM; 0.1% of 320,000 active;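 in the data active = inhibition above about 50%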;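 also: GST-tagged GSK-3 alpha with peptide substrate and 25 µM ATP; 0% = DMSO neutral wells and 100% = GW8510 positive control wells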
AI-2 QS mod = Vibrio harveyi AI-2 quorum sensing modulators, primary screen, JMH597 strain, luminescence/OD600 ratio; Vibrio harveyi JMH597 AI-2 luminescence/OD600 ratio, 9 h; hits give low values; strain lacks LuxN and CqsS sensors; 0 = neutral-control median; activity change, % at 7.5 µM; 0.4% of 300,000 active; AID 2094, 2009; in the data active = activity change below about -75%, passing the limit was not always enough; inconclusive = no clear call, values can overlap the other calls;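 also: luminescence divided by OD600 gain over 9 h not by final OD600 alone; inactives centre near 13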
Platelet DG rel = inhibitors of platelet dense granule secretion, primary screen, cell-based, MLPCN, human platelets | AID 1663, 2009 | human platelet-rich plasma, SFLLRN dense granule ATP release, luminescence | inhibition, %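 (compounds screened at 7.5 µM in platelet-rich plasma)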 | 0.22% of 300,000 active;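 active = mean replicate score, as percent of positive control, at or above 50; inconclusive = mean below 50 but at least one replicate at or above 50; inactive = mean and every replicate below 50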
GSK3B inh = human GSK3beta kinase inhibitors, primary screen, biochemical, cell-free homogeneous, HTS. Glycogen synthase kinase-3 beta (Homo sapiens), P49841. GST-GSK3beta kinase, ADP-Glo luminescence, 60 min; hits give low values. activity score (negative = inhibition), % at 10 µM. 0.038% of 300,000 active;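 active = more than half of replicate wells score below -50%, meaning over 50% inhibition versus plate controls; inconclusive = some replicates but at most half score below -50%; inactive = no replicate scores below -50%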;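 also: 0% = median DMSO wells and -100% = median GW8510 positive control wells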
Target sequence (P49841 whole entry, looked up): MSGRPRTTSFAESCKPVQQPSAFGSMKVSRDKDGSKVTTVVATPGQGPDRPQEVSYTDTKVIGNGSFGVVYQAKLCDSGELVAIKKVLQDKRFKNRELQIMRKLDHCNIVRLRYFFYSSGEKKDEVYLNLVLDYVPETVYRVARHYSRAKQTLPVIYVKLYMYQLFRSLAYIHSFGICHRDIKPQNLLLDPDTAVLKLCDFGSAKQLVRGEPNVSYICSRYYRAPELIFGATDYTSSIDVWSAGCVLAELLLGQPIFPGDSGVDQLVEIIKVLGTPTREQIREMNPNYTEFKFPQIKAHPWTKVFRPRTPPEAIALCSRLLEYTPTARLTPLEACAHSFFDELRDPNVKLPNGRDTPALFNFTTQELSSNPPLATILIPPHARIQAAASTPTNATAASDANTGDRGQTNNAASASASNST
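test system = GST-tagged human GSK3beta kinase, cell-free | reagent = 25 µM ATP with peptide substrate | dosing = one dose of 10 µM per compound | schedule = 60 min reaction, RT | detection = luminescent ADP-Glo measurement of ADP formed | control set = DMSO neutral wells and GW8510 at 20 µM as positive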
Dyrk1A ADPGlo = rat Dyrk1A kinase inhibitors, primary screen, biochemical, single point, plate reader; Dual specificity tyrosine-phosphorylation-regulated kinase 1A (Rattus norvegicus), Q63470; ADP-Glo luminescence, NFATc1 peptide; inhibition, % at 12.5 µM; 0.43% of 310,000 active; in the data active = inhibition above about 50%;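 also: plate controls were vehicle with enzyme for no effect and no enzyme for full effect; many of its hits are not listed in these tables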
HSF1 inh = HSF1 inhibitors in luciferase reporter cells, primary screen, cell-based, NIH3T3, luminescence. 0.77% of 300,000 active. NIH3T3-HGL HSE-luciferase, MG132-induced, luminescence 8 h; hits give low values. activity change, negative = inhibition, % at 7.5 µM (by protocol);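 active = more than half of replicate wells show activity change below -50%, luminescence cut by over half; inconclusive = some wells, but at most half, below -50%; inactive = no replicate well below -50%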;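 also: luciferase reports HSF-1 transcriptional activity via heat shock element; 0% = median of DMSO wells and -100% = zero luminescence signal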
HSP90 refold inh = HSP90 inhibitors, primary screen, cell lysate, luminescence; inhibition, % at 5.6 µM; Rabbit reticulocyte lysate, luciferase refolding luminescence, 3 h; 0.91% of 290,000 active; Heat shock protein HSP 90 (rabbit reticulocyte lysate; luciferase refolding);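 active = inhibition above the screen-wide mean plus 3 SD, computed separately per campaign, cut at about 16% in these data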;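 also: 0% = DMSO wells and 100% = 60 µM geldanamycin wells; inhibitors lower the luminescence because luciferase stays unfolded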
HDAC3 inhib = HDAC3 deacetylase inhibitors, primary screen, biochemical, fluorescence, cell-free homogeneous; inhibition, % at 8.3 µM; Histone deacetylase 3 (Homo sapiens), O15379; recombinant HDAC3, fluorogenic peptide/trypsin coupled; 0.15% of 320,000 active; in the data active = inhibition above about 26%, passing the limit was not always enough; inconclusive = no clear call, values can overlap the other calls
Target sequence (O15379 whole entry, looked up): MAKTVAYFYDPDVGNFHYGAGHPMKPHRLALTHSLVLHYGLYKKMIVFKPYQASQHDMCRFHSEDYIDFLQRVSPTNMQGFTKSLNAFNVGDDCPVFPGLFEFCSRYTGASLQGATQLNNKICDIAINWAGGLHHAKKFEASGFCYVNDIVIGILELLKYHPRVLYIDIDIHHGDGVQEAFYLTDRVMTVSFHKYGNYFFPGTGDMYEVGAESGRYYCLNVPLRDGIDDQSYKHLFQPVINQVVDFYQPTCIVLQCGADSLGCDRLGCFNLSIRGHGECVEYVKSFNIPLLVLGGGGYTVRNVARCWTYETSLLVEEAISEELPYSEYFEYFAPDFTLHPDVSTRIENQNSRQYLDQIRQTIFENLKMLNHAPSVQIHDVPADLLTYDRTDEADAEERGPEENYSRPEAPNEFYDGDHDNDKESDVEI
Active calls of the source: *; i = inactive; ? = inconclusive; . = not tested or not shown. These rows are one share of the data; the hit share may differ from the screen's.

SMILES	HSF1 activator	PolyA inhibitor	GSK3A inh	AI-2 QS mod	Platelet DG rel	GSK3B inh	Dyrk1A ADPGlo	HSF1 inh	HSP90 refold inh	HDAC3 inhib
CN1CCN(C(c2cc3cc4c(cc3[nH]c2=O)OCCO4)c2nnnn2C2CCCC2)CC1 (stereo not given)	-1	i	-2	12	3	0	.	-6	1	-7
CCOC(=O)COc1cc(Br)c(C2NC(=O)NC(C)=C2C(C)=O)cc1OCC (stereo not given)	-6	i	1	16	1	4	2	-4	5	-1
CC(C)(C)C(=O)N1CCN(c2ccc([N+](=O)[O-])cc2Cl)CC1	15	i	-3	11	-3	0	2	27	-2	3
CCCOc1ccc(Cc2c(O)nc(SC)[nH]c2=O)cc1	4	i	-1	1	1	4	-5	4	-2	-7
Cc1cc(COc2ccccc2OCCN2CCN(C)CC2)no1	-13	i	-1	17	-40	-5	-5	-9	-5	5
CC1CCN(C(=O)CSc2nnc(-c3ccccc3F)o2)CC1	-24	i	-3	12	20	0	1	-11	-5	1
Cc1ccc2c(c1)CCCN2C(=O)CSc1ccccc1	25	i	-3	24	9	0	3	5	1	-10
COCCNS(=O)(=O)c1cc(C)c(C)cc1C	20	i	-4	-5	-8	-2	6	5	2	-1
CCOc1cc(N2CCOCC2)c(OCC)cc1NC(=O)CN1C(=O)NC2(CCc3ccccc32)C1=O (stereo not given)	-14	i	0	1	4	0	-5	-9	3	2
Nc1nnc(CC(=O)N/N=C/c2cccc([N+](=O)[O-])c2)s1	2	i	0	10	-1	-1	-3	8	0	0
CC1=NN(C(C#N)c2ccccc2O)C(C)(C)C1 (stereo not given)	-1	i	1	16	-6	2	.	1	5	-4
N#Cc1c(-c2ccccc2)cc(-c2ccccc2)[nH]c1=O	15	i	0	11	-1	0	-2	-6	0	-6
CCCCCn1c(SCCC(C)C)nc2c1c(=O)[nH]c(=O)n2C	19	i	.	21	-4	-1	5	13	0	.
O=C(c1ccc(Cl)s1)N1CCN(c2ncccn2)CC1	.	i	-4	7	-7	1	-5	.	0	-6
C=CCNc1ncnc2c1[nH]c1ccc(Cl)cc12	48	i	-1	7	8	0	36	31	-3	-9
COc1cc(/C=N/NC(=O)c2c(-c3ccccc3)noc2C)ccc1O	-2	i	-3	-7	4	-2	9	-4	-2	-7
CCOC(=O)N1CCN(C(=O)c2ccc3c(SCC(=O)O)c4c(nc3c2)CCCC4)CC1	-9	i	-2	29	6	-2	6	-4	-2	-2
CC1CCN(Cc2c(C(=O)N/N=C/c3ccc(C(C)C)cc3)nnn2-c2nonc2N)CC1	-3	i	-2	-2	5	-2	-7	0	14	1
NC(=O)Cn1c(=O)n(Cc2ccccc2)c(=O)c2cccnc21	-2	i	-2	33	-1	-3	-2	-9	-3	3
COc1ccc(OC)c(N(C(=O)c2snc(C(N)=O)c2N)C(C(=O)NCC2CCCO2)c2ccc3ncccc3c2)c1 (stereo not given)	6	i	7	27	-11	0	-4	1	3	-5
CCOc1ccc(NC(=O)c2cc(S(=O)(=O)N3CCOCC3)cn2C)cc1	-10	i	3	-7	5	-3	-1	-7	1	4
CN(C)S(=O)(=O)c1ccc(C(=O)Nc2ccn(C)n2)cc1	14	i	-1	-2	3	2	3	-6	3	2
Cc1cccn2c(=O)nc(SCC(=O)Nc3cccc4ccccc34)nc12	-10	i	-1	12	-11	2	-7	5	.	0
CCCn1c(C)cc(C(=O)CN2C(=O)c3cccc(N)c3C2=O)c1C	.	.	-1	.	.	.	-4	.	6	-2
O=C(OCC(=O)N1CCCC1)c1cc(F)c(F)cc1Cl	1	i	-2	9	2	3	-4	-7	5	3
Cc1cc2cc(C)c3nnc(SCC(=O)Nc4ccc(S(=O)(=O)N5CCCCC5C)cc4)n3c2cc1C (stereo not given)	21	i	-1	17	-19	1	-2	2	-1	10
CC(=O)c1ccc(N2CCN(S(=O)(=O)c3ccc4c(c3)CC(=O)N4C)CC2)cc1	-7	i	-1	8	-5	0	0	-4	-3	3
Cc1cccc(OCC(=O)Nc2ccc3c(c2)nc(CCN2CCCCC2)n3C)c1	84*	i	-4	22	-2	1	.	84	-1	-2
Cc1cc2ncn(-c3nnnn3-c3ccccc3)c2cc1C	-8	i	-3	-8	-2	-5	-1	11	2	2
COc1cc(OC)cc(C(=O)Nc2ccc3c(c2)COC3=O)c1	11	i	-2	13	-7	0	-2	-5	0	0
Nc1nnc(SCC(=O)OCC(=O)c2ccccc2)s1	-4	i	0	17	-1	0	-1	0	-4	0
CCOC(=O)c1c(C)[nH]c(C)c1S(=O)(=O)N1CCOCC1	20	i	2	9	18	-1	-1	-2	0	14
O=C(CSc1ccccc1)N1CCc2ccccc21	59*	i	2	9	11	2	2	43	5	3
COc1cc(OC)c2c(c1)O/C(=C\c1ccccc1)C2=O	39	i	-2	12	-2	-5	.	23	.	-1
Cc1ccc(NC(=O)c2ccc(S(=O)(=O)N3CCC(C)CC3)cc2)cc1	3	i	0	7	5	0	-2	-4	2	-8
CCc1nnc(SCc2ccc(OC(C)C)cc2)n1N	12	i	-3	16	-1	-1	-3	-1	0	0
Cc1cccc(NC(=O)NC(=S)NC(=O)c2ccccc2)c1	14	i	-1	10	7	3	-2	5	5	-2
Cc1cc(C)nc(NC(=O)c2ccccc2O)n1	-20	i	0	0	-1	-2	5	5	4	2
CCn1nc(C(=O)OCc2c(C)noc2C)c2ccccc2c1=O	10	i	2	17	3	2	1	-3	3	-1
CNC(=S)Nc1ccc([N+](=O)[O-])cc1C	13	i	-2	13	-5	3	-3	-4	1	-5
COc1ccc(N(C(=O)c2ccco2)C(C(=O)NC2CCCC2)c2cccs2)cc1 (stereo not given)	66*	i	-6	12	6	0	-3	15	2	6
COc1ccc2ccccc2c1CNC(=O)CC1C(=O)NCCN1CC(C)C (stereo not given)	1	i	7	7	-3	0	16	0	0	0
CSCCC(NC(=O)C1CCC(C)CC1)C(=O)N1CCN(c2ccccn2)CC1 (stereo not given)	38	i	-2	5	-2	-2	5	8	5	?
COc1cc(NC(=O)COC(=O)CCOc2ccc(C)cc2)cc(OC)c1	1	i	1	23	2	-1	-8	-5	0	10
Cc1sc2ncnc(N3CCC(C(=O)N(C)CC(=O)Nc4ccc(Cl)c(C(F)(F)F)c4)CC3)c2c1C	-9	i	-2	1	-23	4	1	-8	.	10
CCOC(=O)Cn1nc(C)cc1NC(=O)c1cc(OC)c(OC)c(OC)c1	-3	i	-2	19	8	0	-6	-5	-1	1
Cc1ccccc1NS(=O)(=O)c1ccc(C(=O)NNC(=O)c2ccccc2O)cc1	3	i	-3	41	34	3	12	-3	.	-1
COc1ccc(/C=[N+](\[O-])C2N(c3ccccc3)C(=S)SC2(C)C)cc1OC (stereo not given)	-7	i	1	5	4	-4	0	-2	6	2
CC1Cc2ccccc2N1CC(=O)Nc1ccc(N2CCOCC2)cc1 (stereo not given)	15	i	.	16	0	3	-3	-2	2	-1
CCOC(=O)Cc1csc(NC(=O)c2sc3nc4cc(C)ccc4cc3c2N)n1	-1	i	2	12	-5	-1	-2	4	5	5
CCCCNC(=O)CNC(=O)c1nn(-c2ccc(OC)c(Cl)c2)c(=O)c2ccccc12	-2	i	-1	12	-4	0	-1	-4	-4	0
COc1ccc(Nc2c3c(nc4ccccc24)CCC3)c(OC)c1	-15	i	1	34	6	3	3	-11	-2	1
COCCCNC(=O)N1c2ccccc2Sc2ccccc21	-1	i	2	3	2	-1	3	3	4	1
COc1ccc(C(=O)NNC(=O)CCn2nnc(-c3ccc(C)cc3)n2)cc1OC	-9	.	4	9	-1	2	1	3	2	-1
CN1CCC(N(C)C(=O)CNC(=O)c2ccc(C(C)(C)C)cc2)CC1	8	i	-10	12	-2	-3	0	0	-2	-11
Cc1ccc(-n2c(SCC(=O)OC(C)C)nnc2-c2cnccn2)cc1	-12	i	8	17	5	-1	0	-5	-2	0
COc1ccc(NC2=C(C(C)=O)C(c3ccc(OC)cc3)C(C(C)=O)C(C)(O)C2)cc1 (stereo not given)	14	i	-5	14	-3	2	-3	-1	31*	?
CCOc1ccc(NC(=O)CN2CCN(CC(=O)c3ccc(OC)c(OC)c3)CC2)cc1	.	.	0	.	.	.	-6	.	1	-4
Nc1nnc(SCC(=O)Nc2cc(C(F)(F)F)ccc2N2CCOCC2)s1	5	i	.	19	9	-1	4	4	-1	.
Cc1ccc2nc3ccc(N4CCCCCCC4)nn3c(=O)c2c1	23	i	0	4	0	0	0	14	-4	1
New compounds follow
SMILES	HSF1 activator	PolyA inhibitor	GSK3A inh	AI-2 QS mod	Platelet DG rel	GSK3B inh	Dyrk1A ADPGlo	HSF1 inh	HSP90 refold inh	HDAC3 inhib
COCc1nnc(NC(=O)C2CC(=O)N(c3ccc(C)c(Cl)c3)C2)s1 (stereo not given)	5	i	2	29	3	3	-13	-3	.	0
CC(=O)c1cc(C(C)=O)c(C)nc1C	-3	i	-3	4	6	2	-4	7	-5	4
Cn1c(CSc2ncn[nH]2)nc2ccccc21	6	i	1	19	3	-4	6	5	1	1
CC(=O)c1ccc(N2CCN(C(=O)c3cccc(Oc4ccccc4)c3)CC2)cc1	32	i	-3	-53	2	0	0	9	-1	6
O=C(CN1CCN(Cc2ccc3c(c2)OCO3)CC1)N1CCc2[nH]c3ccccc3c2C1	9	i	.	14	0	-5	.	2	1	.
COc1cc2ncnc(NCc3ccccc3C)c2cc1OC	-17	i	0	2	-1	-1	-3	-7	0	?
COCCNC(=S)NC(=O)c1ccc(C(C)(C)C)cc1	7	i	.	14	-3	2	-3	7	-3	1
CCN(CC)C1=CC(=[N+]2CCCC2)CC(C)(C)C1	0	i	-2	3	10	-2	8	-4	0	7
CCOC(=O)c1ccc(N=C2SC(C(=O)Nc3ccc(C(=O)O)cc3)CC(=O)N2Cc2cccs2)cc1 (stereo not given)	-6	i	-4	-2	-5	0	-5	-9	-1	4
Cn1c(CC(=O)Nc2ccc(Cl)cc2)nnc1SCC(=O)N1CCOCC1	7	i	0	28	5	4	0	-1	-4	-13
